CDK5 p35 inh: inhibitors of human CDK5/p35 kinase, primary screen, biochemical, single concentration. Recombinant CDK5/p35, ADP-Glo luminescence, 60 min. inhibition, % at 10 µM. hit rate 0.01% among 330,000. AID 488839, 2010;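 active = highest replicate inhibition of at least 50% and at least 75% of replicates reaching 50%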;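 also: plate controls were DMSO neutral control for no effect and GW8510 at 10 µM for full effect; many of its hits are not listed in these tables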
Rtt109 HAT inh: inhibitors of C. albicans Rtt109/Vps75 HAT, primary screen, biochemical, ThioGlo CoA-SH fluorescence, plate reader; hit rate 0.16% among 330,000; inhibition, % at 34.9 µM; purified Rtt109/Vps75, 4 h; Histone acetyltransferase RTT109 (Candida albicans (strain SC5314 / ATCC MYA-2876)), …;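 active = inhibition of at least 50% in every replicate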
PfHsp90 set2: growth inhibition of PfHsp90-expressing yeast, primary screen, antimalarial PfHsp90 inhibitor project, S. cerevisiae, BacTiter-Glo luminescence, single point, set 2; BacTiter-Glo ATP, 48 h; yeast lacking PDR1 and PDR3 efflux regulators; inhibition, % at 9.4 µM; hit rate 0.32% among 310,000;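 active = every replicate shows inhibition above about 80%, whatever the replicate mean, limit read from the data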;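 also: 0% = DMSO neutral controls and 100% = 20 µM radicicol positive controls; yeast relying on Plasmodium falciparum Hsp90 in place of its own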
NSD2 HMT inh: NSD2 histone methyltransferase inhibitors, primary screen, biochemical, AlphaScreen, single concentration, set 2; Histone-lysine N-methyltransferase NSD2 (Homo sapiens), O96028; NSD2 peptide methylation, 120 min; inhibition, % at 12.5 µM; hit rate 0.54% among 310,000; AID 743445, 2014; in the data active = inhibition above about 50%
dFosB activator: activators of delta FosB homodimer, primary screen, biochemical, fluorescence polarization, TAMRA-CDK5 oligo, single point. Protein FosB (Mus musculus), P13346. purified delta FosB; percent of positive-control signal above neutral wells. activation, % at 25 µM. hit rate 0.99% among 340,000. AID 493131, 2011;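 active = mean activation above about 17%, with every replicate also reaching it, limit read from the data, passing the limit was not always enough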;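 also: fluorescence polarization rise as delta FosB binds a TAMRA Cdk5 AP-1 oligo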
Target sequence (P13346 whole entry, looked up): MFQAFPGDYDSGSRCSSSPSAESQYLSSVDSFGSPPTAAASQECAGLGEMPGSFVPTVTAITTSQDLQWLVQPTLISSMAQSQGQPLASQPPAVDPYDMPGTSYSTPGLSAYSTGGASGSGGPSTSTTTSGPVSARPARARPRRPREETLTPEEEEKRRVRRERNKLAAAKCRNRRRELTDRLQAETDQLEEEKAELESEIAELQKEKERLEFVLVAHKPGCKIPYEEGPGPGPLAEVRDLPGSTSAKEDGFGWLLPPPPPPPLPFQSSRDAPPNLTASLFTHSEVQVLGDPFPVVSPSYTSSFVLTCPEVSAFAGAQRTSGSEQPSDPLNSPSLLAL
cardiac RTF act: cardiac RTF calcium sensitivity activators, primary screen, biochemical, IANBD-TnC fluorescence, EC20 calcium | Troponin I, cardiac muscle (Homo sapiens) + Troponin T, cardiac muscle (Homo sapiens) + … | IANBD-labeled TnC RTF fluorescence at EC20 calcium; 0% EC20 calcium, 100% full calcium | activation, % at 7.2 µM | hit rate 0.24% among 340,000;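 active = activation above the mean over all tested compounds plus 3 SD, cut at about 30% in these data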;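 also: rise in fluorescence read as greater calcium sensitivity of cardiac thin filaments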
Cardiac RTF inh: cardiac RTF calcium sensitivity inhibitors, primary screen, biochemical, IANBD-TnC fluorescence, EC70 calcium. Troponin I, cardiac muscle (Homo sapiens) + Troponin T, cardiac muscle (Homo sapiens) + …. IANBD-labeled cardiac RTF, Ca2+ fluorescence. inhibition, % at 7.15 µM. hit rate 0.12% among 340,000;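 active = inhibition above the mean inhibition of all tested compounds plus 3 SD, cut at about 17% in these data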;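 also: assay run at fixed EC70 calcium of 1.6 mM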
PvdQ inh: P. aeruginosa PvdQ acylase inhibitors, primary screen, biochemical, fluorescence, plate reader and imaging, single point; purified PvdQ acylase; inhibition, % at 10 µM; hit rate 0.063% among 340,000; in the data active = inhibition above about 30%, passing the limit was not always enough;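 also: 0% = vehicle neutral wells and 100% = reference inhibitor wells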
Keap1-Nrf2 PPI: Keap1-Nrf2 protein-protein interaction inhibitors, primary screen, biochemical, fluorescence polarization, single point; Keap1 Kelch-Nrf2 peptide fluorescence polarization, 1536-well; hit rate 0.15% among 340,000; inhibition, % at 9.4 µM; in the data active = inhibition above about 12%;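 also: human Keap1 Kelch domain with fluorescein labeled Nrf2 9mer peptide probe; 0% = neutral control wells and 100% = peptide positive control; higher means more block of Keap1 binding to Nrf2 peptide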
Target sequence (Q14145 whole entry, looked up, the tested form may be a part): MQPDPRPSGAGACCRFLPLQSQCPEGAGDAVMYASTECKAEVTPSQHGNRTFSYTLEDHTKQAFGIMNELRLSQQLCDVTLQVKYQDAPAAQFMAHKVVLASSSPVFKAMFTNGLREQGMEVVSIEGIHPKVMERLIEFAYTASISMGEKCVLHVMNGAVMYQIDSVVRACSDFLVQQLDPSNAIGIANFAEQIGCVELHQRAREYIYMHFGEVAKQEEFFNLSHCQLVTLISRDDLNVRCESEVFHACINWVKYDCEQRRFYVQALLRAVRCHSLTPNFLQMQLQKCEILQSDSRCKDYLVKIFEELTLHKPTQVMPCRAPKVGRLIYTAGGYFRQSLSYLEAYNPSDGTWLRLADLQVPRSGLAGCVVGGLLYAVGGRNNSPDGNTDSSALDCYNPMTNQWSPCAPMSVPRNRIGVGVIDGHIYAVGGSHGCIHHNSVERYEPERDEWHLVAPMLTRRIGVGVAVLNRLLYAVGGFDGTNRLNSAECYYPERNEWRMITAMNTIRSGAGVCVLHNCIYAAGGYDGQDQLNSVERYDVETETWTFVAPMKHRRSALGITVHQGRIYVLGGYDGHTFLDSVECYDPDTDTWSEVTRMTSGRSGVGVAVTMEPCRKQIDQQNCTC
LANA DNA inh: inhibitors of KSHV C-LANA binding to DNA, primary screen, biochemical, fluorescence polarization, FAM-LBS DNA, MBP-C-LANA, single point. inhibition, % at 9 µM. hit rate 0.078% among 340,000. AID 504423, 2011;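 active = highest replicate inhibition at or above 60% at 9 µM, even if other replicates fall short; inactive = all replicates below 60% inhibition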;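 also: 0% = neutral control wells and 100% = 4 µM acridine orange control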
SUMO Mot1 rescue: yeast Mot1-301 growth rescue at high temperature, primary screen, SUMOylation pathway inhibitor project, S. cerevisiae, ATP luminescence, 38.5C. S. cerevisiae Mot1-301 growth rescue; percent above DMSO median, 100 means doubled. growth rescue, % at 18.8 µM. hit rate 1% among 320,000. AID 2716, 2010;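 active = every valid replicate shows activation above 250% relative to neutral control wells; inactive = the rest, any valid replicate at or below 250%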;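 also: OY570 slx delta 5 strain wells were the positive control but not used for scaling; some compounds called inactive have numbers as strong as hits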
The depositor's hits bear a star; nt = no result given.

SMILES | CDK5 p35 inh | Rtt109 HAT inh | PfHsp90 set2 | NSD2 HMT inh | dFosB activator | cardiac RTF act | Cardiac RTF inh | PvdQ inh | Keap1-Nrf2 PPI | LANA DNA inh | SUMO Mot1 rescue
C#CCOCCOCCOCCNc1nc(N2CCN(C(=O)[C@H](C)n3cc(CCCN=C(N)N)nn3)CC2)nc(N2CCN(C(=O)[C@H](C)n3cc(CCCN=C(N)N)nn3)CC2)n1 | 1.7 | 3 | -12 | nt | 10 | 1 | -2 | 0 | -16 | -4.1 | 10
O=C(c1ccco1)N1CCN(c2cc(=O)n(C3CCCCC3)c(=O)[nH]2)CC1 | 3.6 | -6 | 8 | 0 | 5 | 1 | -12 | -9 | -2 | 0.2 | 243
CN1CCN(C(=O)c2ccc(-c3nn(C)c(=O)c4ccccc34)cc2)CC1 | 0.0 | -12 | -27 | 5 | -10 | 6 | -9 | -10 | -4 | 0.0 | -7
CSC(=S)N/N=C/c1c[nH]c2ccccc12 | 0.4 | -5 | -3 | -29 | 4 | 0 | -5 | -8 | -1 | -0.5 | -1
N#Cc1ccccc1CSc1ccc(-c2nc3ccccc3[nH]2)cn1 | -1.4 | 14 | -10 | -5 | -2 | -4 | 1 | -1 | -4 | -0.6 | 0
COc1cc(SC)ccc1C(=O)Nc1nc2ccccc2[nH]1 | 12 | -15 | 96* | -3 | 6 | 15 | -9 | -14 | -8 | -0.7 | -81
O=C(NCC1CC1)Nc1ccccc1 | -2.3 | 0 | 18 | -5 | 2 | -4 | 0 | -28 | -6 | -2.5 | -17
CCN(CC)c1ccc(/C=N/n2c(-c3ccccc3Br)n[nH]c2=S)cc1 | 6.1 | 8 | -2 | 13 | -10 | 2 | -5 | -13 | -1 | -4.6 | -28
O=C(c1cccc(S(=O)(=O)N2CCCCC2)c1)N1CCCCC1 | 0.2 | 9 | nt | -2 | 0 | 0 | -4 | -13 | 3 | -0.3 | 4
Cc1cccc(N=Nc2c(C)[nH]n(-c3ccccc3)c2=O)c1 | -7.4 | 3 | 8 | 10 | 0 | -3 | -12 | 1 | 0 | -0.9 | 5
CCOC(=O)/C=c1/s/c(=C/c2ccccc2OC)c(=O)n1CC(=O)N1CCOCC1 | 2.5 | -1 | 6 | 0 | -21 | 4 | -11 | -12 | -9 | -3.9 | nt
CC1(C(=O)NNC(=S)NCC2CCCO2)CC1(Cl)Cl (stereo not given) | 1.7 | 7 | 8 | -2 | 2 | 2 | -7 | -17 | -6 | 0.1 | -5
O=C1ON=C(c2ccccc2)/C1=C/c1ccc(-c2ccccc2[N+](=O)[O-])o1 | 1.4 | 0 | -29 | 33 | -6 | -5 | -2 | -6 | -2 | 5.6 | 12
O=C(NC(=S)Nc1ccc2nc[nH]c2c1)c1ccccc1 | -1.0 | 5 | 5 | 9 | -8 | -2 | -3 | -8 | -6 | 0.8 | -13
Cc1noc(C)c1CSCC(=O)Nc1ccc(S(=O)(=O)C(F)F)cc1 | -0.6 | 3 | -7 | 0 | -2 | 3 | -3 | -6 | -2 | -0.6 | 8
COc1cccc(C(=O)NCC(c2ccc3c(c2)OCO3)N2CCN(c3ccc(F)cc3)CC2)c1 (stereo not given) | 1.1 | -5 | 1 | 0 | -7 | -1 | -4 | -11 | 0 | 2.4 | -30
O=S1(=O)CCO[C@H]2Cc3ccccc3[C@H]2N1Cc1ccccc1 | -2.5 | -1 | -1 | nt | -3 | 1 | 13 | 2 | 1 | 2.4 | -30
COc1cccc(NC(=O)C2CC(=O)N(C)C(=Nc3cccc(F)c3)S2)c1 (stereo not given) | 12 | 9 | 14 | -2 | 0 | 2 | -1 | 9 | -2 | -0.9 | 69
O=C(Nc1ccccc1C(=O)NCc1ccccc1)C1=CSCCO1 | -0.7 | -5 | -11 | nt | 0 | -3 | -4 | -8 | -3 | -0.7 | -1
CCOC(=O)c1sc(NN=C(C(=O)OC)C(=O)OC)c(C(=O)OCC)c1C | 2.7 | 3 | 11 | 2 | 2 | 2 | 7 | -2 | -4 | 0.2 | 1
CCN(CC)C(=O)c1sc2nc(N3CCOCC3)c3c(c2c1N)CCCC3 | 4.1 | -5 | nt | 7 | -5 | 5 | 6 | -19 | 1 | -0.8 | -45
O=C(/C=C/c1ccc2c(c1)S(=O)(=O)N(Cc1ccccc1)[C@H]2CC(=O)N1CCOCC1)N1CCOCC1 | 0.3 | 0 | -3 | nt | 4 | -5 | 7 | 4 | -6 | 2.5 | 25
C=CCn1c(SCC(=O)N2CCOCC2)nc2sc(CC)cc2c1=O | -0.9 | 3 | -1 | 2 | -6 | -2 | 1 | 2 | -8 | 3.6 | -10
Cc1nn(-c2ccccc2)c(C)c1/C=N/NC(=O)CSc1nc2ccccc2c(=O)n1-c1ccccc1 | 0.6 | 3 | -3 | -1 | -2 | -6 | 7 | 17 | -2 | 0.5 | -4
Cc1cc(Cl)ccc1C(=O)C1CCCN(C(=O)c2cncs2)C1 (stereo not given) | -3.3 | 6 | 96* | 31 | -18 | 1 | -3 | 1 | -2 | 0.7 | 89

Molecules listed so far that have a furan ring, fused or not, in the order listed:
SMILES | CDK5 p35 inh | Rtt109 HAT inh | PfHsp90 set2 | NSD2 HMT inh | dFosB activator | cardiac RTF act | Cardiac RTF inh | PvdQ inh | Keap1-Nrf2 PPI | LANA DNA inh | SUMO Mot1 rescue
O=C(c1ccco1)N1CCN(c2cc(=O)n(C3CCCCC3)c(=O)[nH]2)CC1 | 3.6 | -6 | 8 | 0 | 5 | 1 | -12 | -9 | -2 | 0.2 | 243
O=C1ON=C(c2ccccc2)/C1=C/c1ccc(-c2ccccc2[N+](=O)[O-])o1 | 1.4 | 0 | -29 | 33 | -6 | -5 | -2 | -6 | -2 | 5.6 | 12

The results go on:
SMILES | CDK5 p35 inh | Rtt109 HAT inh | PfHsp90 set2 | NSD2 HMT inh | dFosB activator | cardiac RTF act | Cardiac RTF inh | PvdQ inh | Keap1-Nrf2 PPI | LANA DNA inh | SUMO Mot1 rescue
CCOC(=O)c1ccc(NCn2c(=O)oc3ccccc32)cc1 | 0.3 | 4 | 10 | -1 | -8 | 7 | -7 | 4 | -5 | -0.4 | 9
O=C(Nc1ccc(Cl)cc1Cl)c1ccc(-c2ccccc2)cc1 | 0.8 | 5 | 21 | -4 | 2 | -3 | -10 | 11 | -1 | -3.3 | 12
COC(=O)c1ccc(NS(=O)(=O)c2c(C)[nH]c(C)c2C(=O)N2CCCC2)cc1 | 0.9 | 0 | 3 | -9 | -10 | 0 | -2 | -13 | -7 | -0.8 | 10
Cn1c(N2CCCCC2)nc2c1c(=O)[nH]c(=O)n2C | 0.2 | -3 | nt | -3 | 6 | 0 | -4 | 4 | -2 | 0.4 | 34
COc1ccc(CN2CCN(C(=O)CC(C)C)CC2)cc1 | -0.1 | 1 | 0 | -4 | -4 | -11 | -3 | -7 | 4 | -1.0 | -10
Cc1ccc(C(=O)NC(=S)Nc2cccnc2Cl)cc1 | 0.3 | 4 | -15 | -1 | -26 | 1 | -6 | -18 | -1 | 0.1 | 118
CCOc1cccc(-c2c(C(=O)N/N=C/c3cccs3)nnn2-c2nonc2N)c1 | nt | 19 | -9 | 2 | -10 | -1 | -7 | 9 | -3 | 0.0 | 76
C=CCSc1nnc(CSc2nc3sc4c(c3c(=O)[nH]2)CCCC4)n1-c1ccccc1 | 0.1 | 22 | -12 | nt | -10 | -5 | 5 | -6 | 3 | 0.2 | nt
NC(=O)C(=O)N/N=C/c1c2ccccc2cc2ccccc12 | -0.4 | 16 | -5 | 3 | -1 | -5 | -2 | 3 | 2 | 1.2 | -5
CCNC(=O)N1CCN(S(=O)(=O)c2ccc3c(c2)OCCCO3)CC1 | 2.1 | -3 | -1 | 2 | -1 | 1 | -11 | -15 | -2 | -0.5 | 136
CC(=O)Nc1ccc2c(c1)C(=Nc1cccc(C)c1)c1ccccc1-2 | -1.5 | -3 | 15 | nt | -26 | -7 | 0 | -10 | -4 | -0.8 | nt
O=C(c1ccccc1)c1ccc(C(=O)N2CCCC(C(F)(F)F)C2)cc1 (stereo not given) | 0.9 | nt | -35 | -29 | -4 | 1 | -11 | -7 | nt | nt | -7
CCCc1nc2ccccc2c(=O)n1/N=C/c1ccccc1O | 0.1 | -2 | -15 | -4 | -18 | -4 | -3 | -7 | 2 | -1.5 | -6
CCOC(=O)CSc1n[nH]c(NC(=O)c2cccc(C)c2)n1 | -0.3 | -8 | 10 | 0 | 2 | 2 | 0 | -9 | -13 | 0.9 | 13
CN1CCN(C(=O)C(N)Cc2ccccc2)CC1 (stereo not given) | -1.1 | 0 | 12 | 3 | -12 | 3 | -10 | -4 | -2 | 0.9 | 221
CCOC(=O)c1c(NC(=O)CSc2nnc(-c3ccccc3C)n2C)sc(C(C)=O)c1C | -1.5 | -1 | nt | -1 | -20 | 3 | -13 | -6 | 0 | -1.8 | -2
Cc1ccc(/C=C2\SC(=S)N(CCCC(=O)NNC(=O)c3ccccc3O)C2=O)cc1 | 0.4 | -4 | -3 | 5 | 9 | 1 | -5 | -9 | -7 | 2.4 | 116
O=C(/C=C/Nc1ccc(F)c(F)c1)c1cccs1 | 1.1 | -7 | 22 | 0 | 8 | 1 | -2 | -1 | -4 | 0.7 | 12
O=C(NCc1cc(C(F)(F)F)cc(C(F)(F)F)c1)C1CC(c2cccc(F)c2)=NO1 (stereo not given) | 0.7 | -4 | -16 | nt | -2 | -5 | -2 | -7 | -3 | -0.8 | 63
Cc1cccc(NC(=O)COc2ccc3oc4c(c3c2)CCCC4)n1 | -0.5 | 4 | 2 | 2 | -3 | 0 | 4 | -3 | 2 | 0.0 | 7
CCc1ccc(C(=O)CSc2n[nH]c(C)n2)cc1 | 0.1 | -5 | 8 | 1 | 4 | 1 | -5 | -13 | -8 | 0.2 | -1
COc1ccccc1Oc1nc2c(c(=O)n(Cc3ccccc3F)c(=O)n2C)n1C | 1.5 | 1 | -10 | 6 | -3 | -7 | -3 | -6 | -6 | 0.0 | 20
O=C(NNC(=O)c1cccc2ccccc12)c1cccc(Br)c1 | -1.9 | -7 | 14 | -1 | 1 | -5 | 3 | -10 | -1 | 0.6 | nt
COc1cccc(/C(C)=N/NC(=O)c2ccc(N(C)C)cc2)c1 | -2.0 | 8 | -7 | -3 | -9 | -4 | 5 | -9 | 2 | 2.0 | -2
O=[N+]([O-])c1ccccc1-c1nc(-c2ccc(Br)o2)no1 | 1.2 | -3 | -31 | 6 | -4 | 2 | -2 | 0 | 0 | -0.6 | 1

Source: PubChem (several laboratories)
